# Source: PubChem
# G9a block: G9a (human) methyltransferase inhibition; Q96KQ7; G9a H3K9 monomethylation, AlphaScreen, 2 h; Potency, µM (top dose mostly 102 µM), without a hit: at the highest dose activity, negative = inhibition, most hits filed as inhibitors; hit rate 8.8% among 350,000; note: % is set by controls: 0 for no effect and ±100 for the full control effect; nearly all actives have a fitted effect of over 75% in size
# Target sequence (Q96KQ7 913-1193 limits assumed): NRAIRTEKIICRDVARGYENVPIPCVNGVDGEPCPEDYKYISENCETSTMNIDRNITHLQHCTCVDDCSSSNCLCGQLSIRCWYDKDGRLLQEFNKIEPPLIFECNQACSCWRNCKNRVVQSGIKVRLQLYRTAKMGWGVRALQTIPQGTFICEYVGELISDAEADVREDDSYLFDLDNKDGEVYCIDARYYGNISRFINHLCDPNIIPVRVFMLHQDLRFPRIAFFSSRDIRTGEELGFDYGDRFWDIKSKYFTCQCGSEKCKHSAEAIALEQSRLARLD
#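 G9a (20 nM) preincubated 15 min RT with compounds, then 500 nM biotinylated H3K9 peptide and 20 uM SAM added; 2 h RT reaction. Monomethyl-H3K9 product detected by AlphaScreen with anti-H3K9me1 antibody, streptavidin donor and anti-rabbit IgG acceptor beads.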
# BLM helicase inh: Bloom syndrome helicase (human) inhibition; recombinant BLM DNA unwinding, fluorescence dequenching; Potency, µM (doses to about 56.1 µM), without a hit: top-dose activity change, negative = inhibition, usual class: inhibitors; hit rate 0.2% among 350,000; AID 2528;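 note: plate controls were vehicle for no effect and no enzyme for full effect; nearly all actives have a fitted effect of over 35% in size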
# APEX1 inh: blocks human APE1 abasic DNA cleavage | hit rate 0.35% among 350,000 | recombinant APE1, TAMRA/BHQ-2 abasic DNA cleavage fluorescence | P27695 | Potency, µM (series often up to 65.8 µM), for inactives: at the highest dose activity change, negative = inhibition, hits mostly inhibitors;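 note: plate controls were vehicle for no effect and reference inhibitor for full effect; nearly all actives have a fitted effect of over 55% in size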
# Target sequence (P27695 whole entry, looked up): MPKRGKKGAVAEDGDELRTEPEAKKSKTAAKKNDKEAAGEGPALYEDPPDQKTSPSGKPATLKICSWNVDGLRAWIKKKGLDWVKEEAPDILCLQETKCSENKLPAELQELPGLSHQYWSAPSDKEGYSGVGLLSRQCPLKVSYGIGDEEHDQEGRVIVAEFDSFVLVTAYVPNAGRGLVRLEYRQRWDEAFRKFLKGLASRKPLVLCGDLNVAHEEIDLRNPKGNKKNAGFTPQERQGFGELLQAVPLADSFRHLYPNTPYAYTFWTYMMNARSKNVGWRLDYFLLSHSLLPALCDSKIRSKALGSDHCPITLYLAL
#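 Endonuclease cleavage of a quenched abasic-site DNA duplex (50 nM) by APE1 (0.75 nM) was tracked by TAMRA dequenching. Compounds were preincubated with enzyme 15 min at room temperature; data normalized to buffer-only and DMSO wells plus NSC13755 control.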
# BAZ2B block: blocks human BAZ2B | AlphaScreen BAZ2B-H3K14Ac peptide displacement | Potency, µM (top dose mostly 114 µM), for inactives: top-dose activity change, negative = inhibition, hits mostly inhibitors | hit rate 4.4% among 360,000 | AID 504333; note: % is set by controls: 0 for no effect and ±100 for the full control effect; nearly all actives have a fitted effect of over 60% in size
#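 AlphaScreen displacement: compounds (up to 110uM) incubated 30 min at room temperature with a preformed 50 nM BAZ2B/50 nM biotinylated H3K14Ac peptide complex in PBS pH 7.4 with Tween-20. Donor and acceptor beads at 10 ug/mL final added, 20 min light-protected before reading.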
# POLK inh: blocks human DNA polymerase kappa activity; Q9UBT6; purified Pol kappa, fluorescent DNA synthesis assay, 10 min; Potency, µM (titrated, usually from 107 µM), for inactives: at the highest dose activity, negative = inhibition, most hits filed as inhibitors; hit rate 0.53% among 400,000; note: % is set by controls: 0 for no effect and ±100 for the full control effect
#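 Fluorescent qHTS in 1536-well format: enzyme (10 nM) and compound sat 15 min at room temperature before 50 nM substrate (final) was added. Signal taken at 0 and 10 min; no-enzyme buffer wells were negative controls.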
# Pol beta inh: inhibitors of human DNA polymerase beta. P06746. Pol beta primer extension/strand displacement, fluorescence kinetic. Potency, µM (doses to about 114 µM), inactives show top-dose activity change, negative = inhibition, hits mostly inhibitors. hit rate 1.3% among 340,000. AID 485314; note: % is set by controls: 0 for no effect and ±100 for the full control effect
#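 Enzyme-only controls used 10 nM Pol beta; buffer lacking enzyme served as negative control. Compound preincubated 15 min, then 50 nM substrate added; 0 and 10 min reads at room temperature.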
# JMJD2A Tudor: inhibitors of human JMJD2A Tudor domain. AID 504339. Potency, µM (titrated, usually from 114 µM), for inactives: top-dose activity change, negative = inhibition, hits mostly inhibitors. AlphaScreen JMJD2A-Tudor / H3K4me3 peptide binding. O75164. hit rate 4.4% among 390,000; note: % is set by controls: 0 for no effect and ±100 for the full control effect; nearly all actives have a fitted effect of over 50% in size
# Pol iota inh: inhibitors of human DNA polymerase iota; Q9UNA4; Pol iota fluorescent replication assay, 10 min; Potency, µM (titrated, usually from 115 µM), inactives show top-dose activity, negative = inhibition, actives largely listed as inhibitors; hit rate 1% among 390,000; AID 588590
#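 Pol iota at 10 nM preincubated 15 min with compounds at room temperature; reaction started with fluorescent substrate, 50 nM final. Fluorescence read kinetically at 0 and 10 min; buffer-only wells as negative control.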
# POLH inh: inhibitors of human DNA polymerase eta. AID 588591. Q9Y253. hit rate 1.2% among 390,000. Potency, µM (highest dose often 114 µM), for the others: at the top dose activity change, negative = inhibition, actives largely listed as inhibitors. recombinant Pol eta, fluorescent DNA replication assay; note: % is set by controls: 0 for no effect and ±100 for the full control effect
#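 Pol eta (10 nM) was preincubated with compounds for 15 min at room temperature, after which fluorescent replication substrate (50 nM final) was added to start the reaction. Fluorescence was read kinetically at 0 and 10 min.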
# An asterisk follows results filed as active; ? = inconclusive; · = no result given; & = joins results of further samples; [ ] = dose if it differs, or a comment. Calls come from the whole dose curve; as a rule, active = well fitted curve in the direction sought with a large enough effect; inconclusive = small, poorly fitted or top-dose-only effect, or another doubt; inactive = no such curve, though single readings can be large; an effect the other way counts as inactive or inconclusive. Potency is the fitted concentration of half-maximal effect. An excerpt, so the mix of outcomes need not match the whole.
SMILES,G9a block,BLM helicase inh,APEX1 inh,BAZ2B block,POLK inh,Pol beta inh,JMJD2A Tudor,Pol iota inh,POLH inh
COc1ccc(-c2nnc(SCC(=O)Nc3nncs3)o2)cc1,-37%,-2%,-1%,·,0%,22%,1%,61%[activator],2%
Cc1ccc(CCN2CC(C(=O)NCc3ccc4c(c3)OCO4)CC2=O)cc1 (stereo not given),-5%,2%,-2%,-14%,?,4%,-7%,-30%,6%
CC1CCN(S(=O)(=O)c2cccc(C(=O)Nc3nncs3)c2)CC1,·,-2%,4%,3%,-7%,55%,-14%,2%,-2%
CCOc1cc(/C=N/NC(=O)CN2CCOCC2)ccc1OCc1ccc(Cl)cc1,-10%[59 µM],-2%,-3%,7%,-10%,2%,-12%,3%,-2%
C=CCn1c(C)c(C(=O)OCC)c2cc(O)c3ccccc3c21,6%,-3%,4%,1%,-4%,-1%,-22%,34%[activator],-17%
Cc1ccc(C2CC(c3ccccc3)=NN2c2ccccc2)o1 (stereo not given),22%[59 µM],-6%,?,73%[activator],-7%,-2%,83%[activator],5%,-12%
O=[N+]([O-])c1ccc2nc[nH]c2c1,·,·,-1%,·,-8%&5%,·,-3%,12%&12%,0%
Cc1ccc(NC(=O)CSc2nnc(CNC(=O)c3ccco3)o2)cc1,?,-3%,13%,-7%,8%[60.1 µM],18%,0%,33%[activator],-9%
O=[N+]([O-])c1ccc(CSc2nnc(Cc3ccccc3)o2)cc1,45µM*,-7%,2%,-33%,-5%,-17%,-29%,34%[activator],-22%
O=C(C[n+]1ccn(-c2ccccc2)c1)c1ccc([N+](=O)[O-])cc1,?,1%,13%,-19%,-3%,-3%,-18%,16%,1%
CC1CC(C)CN(S(=O)(=O)c2ccc(NC(=S)NC(=O)c3ccccc3)cc2)C1 (stereo not given),-31%[59 µM],1%,-1%,-1%,-6%,-12%,-12%,25%,-23%
O=C(c1ccccc1)c1coc2ccc(O)c(CN3CCOCC3)c12,27%[59 µM],2%,3%,-3%,-7%,0%,-2%[11.4 µM],-12%,-11%
COc1ccc(CNC(=O)C2CCN(S(=O)(=O)c3c(C)n[nH]c3C)CC2)cc1,-10%[59 µM],-12%,0%,-3%,-7%,19%,-7%,6%,-5%
COCCNC(=O)/C(C#N)=C/c1c(N2CCCCCC2)nc2c(C)cccn2c1=O,2%[2.33 µM],-2%,41%,-17%,-4%,-7%,-16%,206%[activator],-7%
O=C(c1ccc(CS(=O)c2ccccc2Cl)o1)N1CCN(c2cccc(Cl)c2)CC1 (stereo not given),-47%[59 µM],-9%,·,?,-9%,7%,?,19%,-11%
CCC(=O)NC(NC(=S)Nc1ccccc1Br)C(Cl)(Cl)Cl (stereo not given),-8%[59 µM],-2%,2%,1%,-8%,-10%,-6%,39%,-12%
COC(=O)c1[nH]c2ccc(Cl)cc2c1NC(=O)CN1CCC(C(N)=O)CC1,3%,-6%,8%,2%,11%,0%,1%,-9%,-6%
COCCn1c(-c2ccc(OC)cc2)c(-c2ccc(OC)cc2)oc1=O,-21%[2.33 µM],-8%,0%,35µM*,8%,-1%,-14%,10%,-7%
CCCn1c(SCc2nc(-c3cc(OC)ccc3OC)no2)nnc1-c1ccc(Cl)cc1,9%[59 µM],-2%,·,-25%,16%,43%,-27%,0%,-12%
Cc1cccc(CNS(=O)(=O)c2ccc3[nH]c(=O)ccc3c2)c1,0%[59 µM],0%,·,0%,-3%[60.1 µM],3%,0%,3%,-11%
Cc1c(Cl)cccc1NC(=O)CCS(=O)(=O)c1ccc2c(c1)CC(=O)N2C,2%[59 µM],-1%,·,-3%,0%,15%,0%,8%,-11%
CC(C)CC(=O)NC(NCC1CCCO1)C(Cl)(Cl)Cl (stereo not given),0%[59 µM],3%,1%,9%,-1%,10%,-3%,7%,-22%
CCN(CC)c1ccc(NC(=O)c2ccccc2Br)cc1S(=O)(=O)Nc1ccccc1OC,1.3µM*,-7%,-7%,?,-4%,?,18µM*,?,-3%
COCCN1C(=O)C(CC(=O)Nc2ccccc2)SC1=Nc1ccc(OC)cc1 (stereo not given),-4%[59 µM],-4%,-2%,-6%,-4%,-1%,-8%,32%[activator],-14%
O=C(NCc1ccccc1CN1CCOCC1)c1ccc(-n2cccn2)cc1,·,·,-4%,·,-11%,·,-10%,-3%,-4%
CCC(C)(C)NC(=O)C(c1cccn1C)N(Cc1ccc(OC)cc1)C(=O)Cn1nnc2ccccc21 (stereo not given),19%[59 µM],0%,10%,-7%,-8%,-3%,10%,-8%,-9%
CC1CCc2c(sc(NC(=O)CSc3ncnc4c3cnn4-c3ccccc3Cl)c2C#N)C1 (stereo not given),-25%[12.7 µM],-7%,17%,9%[57.1 µM],-9%,3%,-12%,17%,-14%
Cc1cc2c(cc1C)CSC(c1ccccc1OC(=O)C(C)C)SC2,-40%,2%,-1%,0%,-2%,11%,12%,1%,-13%
NC(=O)c1ccc(C2SCC(=O)N2Cc2ccccc2)cc1 (stereo not given),-16%,2%,-7%,0%,-7%,11%,-15%,-11%,-4%
COc1ccc(C(=O)Nc2nc(-c3cccs3)cs2)cc1,-28%[59 µM],-8%,3%,-37%,-16%,-3%,-28%,22%,-27%
C/C(=N\Nc1ccc(C(F)(F)F)cn1)c1ccc(S(=O)(=O)NCc2ccco2)cc1,-10%[59 µM],3%,-10%,3%,-6%,19%,-2%[57.1 µM],0%,-16%
O=C(N/N=C/C1CCCCC1)c1cc(Cl)ccc1O,109%[activator][59 µM],2%,1%,8%,2%,-15%,-6%,-6%,-16%
c1ccc2[nH]c(CCCCc3nc4ccccc4[nH]3)nc2c1,-5%,-7%,-2%,-2%,-7%,?,-13%,-13%,6%
CCCCN(CC(=O)NCc1ccc(Cl)cc1)S(=O)(=O)c1ccc2c(c1)OCCO2,3%[59 µM],-3%,-8%,6%,-11%,-1%,3%,14%,-11%
COc1ccc(CC2(CO)CCN(CC3=CC[C@H]4C[C@@H]3C4(C)C)CC2)cc1,·,-5%,17%,-5%,1%,?,-13%,10%,-2%
Cc1cc2oc(=O)sc2cc1NS(=O)(=O)c1cccc2cccnc12,-11%,-5%,35%,-13%,2%,-7%,-36%,?,-18%

# In the list so far, three have a nitro group on carbon:
SMILES,G9a block,BLM helicase inh,APEX1 inh,BAZ2B block,POLK inh,Pol beta inh,JMJD2A Tudor,Pol iota inh,POLH inh
O=[N+]([O-])c1ccc2nc[nH]c2c1,·,·,-1%,·,-8%&5%,·,-3%,12%&12%,0%
O=[N+]([O-])c1ccc(CSc2nnc(Cc3ccccc3)o2)cc1,45µM*,-7%,2%,-33%,-5%,-17%,-29%,34%[activator],-22%
O=C(C[n+]1ccn(-c2ccccc2)c1)c1ccc([N+](=O)[O-])cc1,?,1%,13%,-19%,-3%,-3%,-18%,16%,1%

# Going on with the list:
SMILES,G9a block,BLM helicase inh,APEX1 inh,BAZ2B block,POLK inh,Pol beta inh,JMJD2A Tudor,Pol iota inh,POLH inh
CCSc1nnc(NC(=O)c2csc(C)c2)s1,23%[59 µM],-4%,-2%,-3%,-9%,-20%,-2%,1%[58.9 µM],-9%
C[C@H]1CN([C@@H](C)CO)C(=O)c2cccc(NC(=O)C3CC3)c2O[C@H]1CN(C)S(=O)(=O)c1cccs1,·,·,10%,·,8%,·,-4%,17%,-7%
Cc1ccc(C)c(N(C(=O)CCC(=O)Nc2cc(C)on2)C(C(=O)NC2CCCC2)c2ccco2)c1 (stereo not given),9%[59 µM],-3%,8%,4%,-4%,-1%,-17%[11.4 µM],-11%,-10%
CCOC(=O)c1ccc(NC(=O)CN2Cc3ccccc3C2=O)cc1,3%[59 µM],1%,·,-2%,?,-22%,4%,-5%,-10%
CCC(C(=O)Nc1cccc(C(=O)O)c1)c1ccccc1 (stereo not given),-6%,-2%,6%,-4%,-7%,2%,-7%,-8%,-4%
Cc1ccc2nc(N3C(=O)C(O)=C(C(=O)c4ccco4)C3c3cccc(O)c3)sc2c1 (stereo not given),32µM*,-13%,11%,?,-16%,?,?,?,50µM*
O=S(=O)(Nc1ccc2c(c1)nc1n2CCN(Cc2ccccc2)C1)c1ccc(F)cc1,?,-4%,-6%,-32%,-4%,8%,89µM*,42%[activator],-3%
O=C(O)C(c1ccccc1)C1(O)CCC1 (stereo not given),·,·,·,·,-6%,·,-6%,?,1%
C=C(C)/C=N/NC(=S)Nc1ccc(S(=O)(=O)N2CCOCC2)cc1,?,-6%,-2%,-16%,-9%,-3%,-24%,2%,-7%
Cc1ccc2cccc(S(=O)(=O)N3CCCc4ccccc43)c2n1,-2%,-5%,-3%,-2%,1%,20%,-1%,15%,-22%
CC(C)CCNC(=O)C(c1ccc(O)cc1)N(C(=O)C1COc2ccccc2O1)c1cccc(O)c1 (stereo not given),·,-16%,4%,-15%,-8%,6%,?,16%,-30%
Cc1noc(C)c1C(=O)OCC(=O)N1CCN(S(=O)(=O)c2ccc3ccccc3c2)CC1,·,-1%,7%,-21%,-5%,-1%,-20%,-25%,-16%
CCC(=O)N1CCc2cc(Br)cc(S(=O)(=O)CCC(=O)Nc3cccc(Cl)c3)c21,-30%[59 µM],-3%,·,-30%,-12%,-22%,-24%,7%,?
CCC1CCC2(CC1)NC(=O)N(CC(=O)NCc1ccc(Cl)cc1)C2=O (stereo not given),·,·,1%,·,1%,·,-5%,29%,-13%
COc1ccc(CCC(=O)OCC(=O)N2CCN(S(=O)(=O)c3ccc(C)cc3C)CC2)cc1,27%[12.7 µM],·,-10%,-2%,-5%,·,-17%,17%,-19%
C=CCN(c1ccccc1)S(=O)(=O)c1cccc2cccnc12,0%[12.7 µM],-6%,11%,6%,10%,1%,-5%,12%,-8%
CC(C)c1cc(N2CCC(=O)NC2=O)cc(C(=O)O)c1O,?,-5%,-4%,-6%,-6%,92%,-20%,0%,-4%
Cc1ccc(NC(=O)NC(=O)COc2c(F)c(F)cc(F)c2F)c(C)c1,·,·,10%,·,-7%,·,-9%,55%[activator],-18%
Cc1nc2cnc(N3CCOCC3)nc2n(CCC#N)c1=O,10%[12.7 µM],-3%,-1%,·,1%[60.1 µM],·,·,·,·
